High-throughput results deposited in PubChem by several laboratories.
human PMI inhibition – MPI enzyme activity inhibition – biochemical, fluorescence intensity, coupled assay, primary screen (AID 1209) | 190,000 compounds, 0.42% hits | one-dose inhibition, % at 20 µM; IC50 in µM for titrated hits | purified PMI enzyme, coupled fluorescence intensity; higher % means a stronger effect;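 also: plate controls were DMSO vehicle for no effect and wells lacking substrate for full effect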
Dynein cargo inh – blocks dynein driven cargo transport along microtubules; 3617.4 mouse cells, GR-EGFP nuclear translocation imaging; test concentration mostly 20 µM; stimulated with dexamethasone, 1 µM; stronger effect = lower value; z-score, hits read low; 220,000 compounds, 0.47% hits;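 active = plate z-score of nuclear minus cytoplasmic receptor signal below a set negative limit, without overly bright fluorescence or cell loss, cut at about -3.5 in these data, passing the limit was not always enough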;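 also: z-score of nuclear minus cytoplasmic ring GR-EGFP intensity difference per well; some compounds called inactive have numbers as strong as hits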
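medium = tetracycline-free induction medium containing charcoal-stripped FBS | probe or stimulus = dexamethasone, 1.0 µM final | timing = 48 h induction, then 1 h compound, then 30 min agonist, 37 °C | detection = automated 10x imaging of fixed Hoechst-stained cells | read-out basis = nuclear versus cytoplasmic GR-EGFP signal, averaged per well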
Yfh1-off respiration – enhancers of respiration in Yfh1-depleted yeast, dose response, Friedreich's ataxia, plus single-dose screen (AID 1465). S. cerevisiae Yfh1-off respiration, WST-1 reduction, 72 h; higher fold induction means a stronger effect. fold induction at 50 µM; hits with a dose series show EC50 in µM. 220,000 compounds, 0.074% hits;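 active = fold induction of absorbance versus untreated yeast above a set limit, then at least 30% activation at any dose in follow-up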;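 also: activators that raise dye reduction in frataxin-depleted yeast; strong numbers were not always called active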
b-catenin transl – alters nuclear translocation of beta-catenin in HeLa cells | immunofluorescence imaging | nuclear translocation activity, % at 5 µM | 190,000 compounds, 0.3% hits | AID 1665;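 active = nuclear translocation activity above 50% at 5 µM, with a well cell count of 50 or more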;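 also: per-cell ratio of nuclear to cytoplasmic median beta-catenin stain intensity; plate controls were DMSO negative control for no effect and GSK-3 inhibitor IX positive control for full effect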
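assay system = human HeLa cells, endogenous beta-catenin | times = compound treatment 24 h, 37°C, 5% CO2 | detection = Anti-beta-catenin immunofluorescence on PFA-fixed, Triton-permeabilized cells, DAPI nuclei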
WT yeast gro inh – growth inhibition of WT yeast, mitochondrial fusion screen; mitochondrial fusion phenotypic screen, WT strain; inhibition, % at 10 µM; 190,000 compounds, 2.1% hits; AID 1362; in the data active = inhibition above about 58%; tested in S. cerevisiae
human PMI inhibitors – human PMI inhibitors, high substrate, primary screen, biochemical, fluorescence intensity, high mannose 6-phosphate (AID 1220) | one-dose inhibition, % at 20 µM; IC50 in µM for titrated hits | recombinant PMI enzyme, coupled fluorescence intensity; higher % means a stronger effect | 190,000 compounds, 0.66% hits
MT stabilizer – stabilizes microtubules in HeLa cells; HeLa tubulin immunostaining HCS, 24 h; share of cells brighter than vehicle mean+2SD; 200,000 compounds, 0.83% hits; % tubulin-high responders, % at 10 µM;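 active = plate Z-score above 3 for both tubulin-high and condensed-nucleus cell shares, with cell loss under 80%, at 10 µM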;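 also: anti alpha tubulin signal scored within the nucleus-defined area of each cell; some results filed as inactive read as strong as hits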
Autophagy HCS – modulators of autophagy; MEF GFP-LC3 puncta imaging; test concentration mostly 10 µM; calls only at 10 µM (by protocol); 190,000 compounds, 0.98% hits;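 active = percentage of spot-positive cells more than 3 SD above its plate mean, without a fluorescence outlier flag or 80% toxicity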;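 also: spot-positive cell cutoff set from DMSO-treated cells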
Ins promoter up – MIN6 insulin promoter up-regulation; 190,000 compounds, 0.3% hits; MIN6 insulin promoter-GFP reporter, high-content imaging; stronger effect = higher value; z-score at 5 µM;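 active = z-score above 3 at 5 µM with at least 500 cells counted in the well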
WT yeast gro inh mutant strain – also measured in WT yeast gro inh; calls as there; inhibition, %; mitochondrial fusion phenotypic screen, mutant strain inhibition
Dynein cargo inh cytoplasmic EGFP – further read-out of Dynein cargo inh, marked with its call; z-score; measured here: cytoplasmic GR-EGFP intensity; stronger effect = higher value
Dynein cargo inh nuclear GR-EGFP – recorded beside Dynein cargo inh, whose call it bears; z-score; measured here: nuclear GR-EGFP intensity;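 lower value marks the stronger effect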
Dynein cargo inh cell count – also measured in Dynein cargo inh; calls as there; z-score; measured here: cell count per field
Ins promoter up cell count – also measured in Ins promoter up; calls as there; cell count; measured here: cytotoxicity, nuclei count;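 total cells summed across four imaged fields per well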
b-catenin transl cell count 5 µM – second read-out of b-catenin transl, no call of its own (marks repeat the call); cell count; measured here: cell count, cytotoxicity flag
MT stabilizer Hoechst-high % – also measured in MT stabilizer; calls as there; % Hoechst-high responders; measured here: nuclear condensation Hoechst responders;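 share of cells brighter than vehicle mean plus two SD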
MT stabilizer cytotoxicity % – recorded beside MT stabilizer, whose call it bears; toxicity, %; measured here: cytotoxicity by cell density;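 0% = mean cell density of plate MIN control wells and 100% = no cells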
Autophagy HCS cell loss 18 h – also measured in Autophagy HCS; calls as there; toxicity, %; measured here: cell loss, nuclei count;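 cell loss after 18 h compound exposure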
* = called active by the depositor; i = inactive; . = not tested or not shown. Rule as the data show it, unless noted: active = inhibition above about 50%; inactive = the rest. An unsorted share of the library; overall some 5% were active at least once.

Structure	human PMI inhibition	Dynein cargo inh	Dynein cargo inh cytoplasmic EGFP	Dynein cargo inh nuclear GR-EGFP	Dynein cargo inh cell count	Yfh1-off respiration	b-catenin transl	b-catenin transl cell count 5 µM	WT yeast gro inh	WT yeast gro inh mutant strain	human PMI inhibitors	MT stabilizer	MT stabilizer Hoechst-high %	MT stabilizer cytotoxicity %	Autophagy HCS	Autophagy HCS cell loss 18 h	Ins promoter up	Ins promoter up cell count
O=C(OC(C(=O)O)C(OC(=O)c1ccccc1)C(=O)NCc1ccccc1)c1ccccc1 (stereo unspecified)	-0.2%	0.599	-0.0527	0.0144	0.0865	i	-1.7	1391	49.6	-11.4	-6.3%	3.1	1.0	5.5	i	-4.6	-0.29	1629
NNc1nc2c(Cl)cccc2s1	44.9%	0.162	-0.143	0.826	-1.42	i	7.3	646	29.2	14.5	49.6%	2.1	2.3	3.8	i	-2.7	0.36	1430
Cc1cc(-c2ccccc2)n(-c2cc(N/N=C/c3ccccc3O)ncn2)n1	9.4%	-0.258	-0.203	-0.0524	0.0709	i	128.4*	294*	21.6	26.5	-18.1%	10.5	16.1	47.9	i	50.6	-1.3	801
O=C(NCc1ccco1)C1CC(c2cccc([N+](=O)[O-])c2)=NO1 (stereo unspecified)	-7.9%	-0.566	-0.194	0.181	-0.649	i	1.1	1425	-9.1	-6.1	-6.0%	4.2	1.8	2.7	i	12.7	0.24	1523
COc1ccc(OC)c2sc(N3CCN(c4ccccc4)CC3)nc12	.	-0.929	-0.261	-0.364	0.233	i	.	.	.	.	.	2.4	1.4	9.0	i	-0.7	.	.
CCN1CCN(c2cc(C)c3cc(NC(=S)NCCCN4CCc5ccccc5C4)ccc3n2)CC1	5.0%	0.597	-0.326	-0.128	-0.771	i	0.6	1233	-6.6	-8.4	27.2%	2.9	2.7	7.8	i	1.9	-1.68	1152
Cc1cccc(Cc2c(C)[nH]c(=O)c(C#N)c2C)c1	-0.6%	0.0229	-0.23	0.384	-0.559	i	-5.6	1007	-7.6	-10.0	-1.3%	5.8	4.3	4.9	i	17.9	-0.19	1564
O=C(C[n+]1ccccc1)N1CCCc2ccccc21	2.3%	-0.209	-0.278	0.479	0.282	i	-1.5	1081	-2.0	-4.3	4.1%	3.8	1.9	7.3	i	-6.8	-0.24	1433
O=C(O)c1ccc2c(c1)OCCCO2	.	0.207	-0.763	-0.00908	-0.506	i	-0.2	1356	.	.	.	.	.	.	.	.	0.98	935
Cc1ccc(OC(=O)C23CC4CC(CC(C4)C2)C3)c(C)n1	-14.9%	-0.353	-0.307	-0.463	0.453	i	-0.5	923	-0.1	-23.2	-23.7%	2.9	3.7	0.3	i	12.9	.	.
O=C(Nc1cccc(OCC(=O)N2CCOCC2)c1)c1cccc([N+](=O)[O-])c1	-9.0%	2.12	-0.255	1.67	-1.92	i	0.8	1453	5.7	-3.1	-6.9%	4.3	3.1	11.3	i	-2.3	-0.19	1476
O=C(CC(c1ccc(F)cc1)c1ccco1)N1CCOCC1 (stereo unspecified)	5.5%	-2.71	0.162	-1.42	1.29	.	-0.4	1082	3.9	-12.9	-3.5%	3.2	2.1	6.8	i	-8.1	.	.
CSc1nccc(Nc2ccccc2)c1C#N	3.1%	-0.91	-0.351	-0.642	1.06	i	-0.5	1096	-3.7	2.2	1.7%	3.0	1.6	0.9	i	6.2	-1.1	1143
Cc1c(C(=O)NN)[nH]c2ccc([N+](=O)[O-])cc12	.	-0.993	-0.219	-0.532	-0.0774	i	-3.2	1121	.	.	.	.	.	.	.	.	-0.25	1247
Cc1ccc(S(=O)(=O)N2CCN(C(=O)COc3ccc(C)nc3[N+](=O)[O-])CC2)c(C)c1	-1.1%	-0.448	-0.261	0.0547	0.515	i	-0.7	1088	-2.4	13.6	3.7%	5.5	3.0	12.3	i	17.9	-0.15	1307
COc1cccc(NC2=NCC(=O)N2Cc2cccs2)c1	-9.9%	1.18	-0.314	0.358	0.143	.	-1.6	1188	-5.8	1.0	-8.2%	4.3	3.8	8.1	i	12.1	1.32	1254
CCn1c(CCCOc2ccc(Cl)cc2Cl)nnc1SCC(=O)Nc1cc(F)ccc1C	28.6%	-0.505	-0.252	-0.403	0.221	i	-2.2	1154	79.0*	23.0*	15.5%	2.9	1.9	9.9	i	9.8	0.13	1511
C=CCc1c(C)nc2ccc(C(=O)OCC)cc2c1Cl	4.1%	-0.272	-0.307	-0.273	-0.296	i	0.3	958	1.8	-9.9	4.1%	5.2	1.6	11.7	i	-5.8	0.13	1447
CCC(N=c1cc(-c2ccc(OC)cc2)oc2ccc(C)cc12)C(=O)O (stereo unspecified)	-9.8%	-0.158	-0.276	-0.391	0.537	i	-0.1	999	0.8	-5.5	-4.9%	1.4	2.5	2.5	i	-3.9	0.05	1436
CCCCN1C=C(C(=O)OC)C(c2ccccc2Cl)C(C(=O)OC)=C1	0.7%	0.585	-0.17	0.117	0.406	i	-2.4	1096	8.5	-0.9	-3.9%	1.8	2.1	8.4	i	8.5	-0.17	1550
FC(F)(F)c1cnc(N2CCN(C(=S)NCc3ccccc3)CC2)c(Cl)c1	.	0.28	0.685	0.306	0.649	i	0.1	1167	.	.	.	.	.	.	.	.	-0.08	1450
CCOC(=O)C1(Cc2cccc(OC)c2)CCCN(Cc2ccc(NC(C)=O)cc2)C1 (stereo unspecified)	14.3%	-0.912	-0.313	-0.62	0.849	i	-0.6	1050	4.2	-4.3	14.0%	3.0	2.1	7.4	i	15.5	0.93	1467
COCCN(Cc1ccccc1)P(=O)(O)c1ccccc1OCC(=O)O	10.2%	0.399	-0.21	0.125	0.202	i	-3.7	1225	12.3	14.9	-2.7%	2.1	1.8	8.2	i	-5.0	-0.87	1123
O=C(COC(=O)c1cc(S(=O)(=O)N2CCOCC2)c(Cl)cc1Cl)Nc1ncc(C(F)(F)F)cc1Cl	6.5%	0.0788	0.0297	0.164	0.111	i	4.5	907	13.7	4.8	-6.4%	1.1	1.3	7.8	i	-12.0	.	.
O=S(=O)(c1cccs1)N1CN(CC2CCCO2)c2nc3ccccc3nc21 (stereo unspecified)	-18.0%	-0.225	-0.296	0.172	0.491	i	-3.4	971	-1.8	-6.2	-20.5%	4.6	1.3	1.9	i	10.2	-0.96	1311
CC(=NCCCn1ccnc1)C1=C(O)c2ccccc2C1=O	-10.5%	-0.367	-0.135	-0.0928	0.279	i	0.3	1306	14.4	12.0	-2.6%	2.4	2.3	4.0	i	-5.8	1.53	1451
Fc1cccc(NC(=S)NNc2c3ccccc3nc3ccccc23)c1	-37.8%	3.46	0.171	2.17	-1.31	i	0.6	1165	75.7*	31.2*	-108.3%	.	.	.	i	14.2	-0.75	1166
COc1ccc(OC(=O)C2CC(=O)N(c3ccc(C)cc3)C2)cc1 (stereo unspecified)	7.7%	-0.525	-0.149	-0.0903	0.527	i	-0.3	1029	-14.0	-2.1	1.5%	1.1	1.2	2.8	i	-2.0	-0.37	1422
CCC(=O)NCc1c(Cl)cccc1-n1cccc1	-6.4%	2.68	-0.23	0.705	-0.58	i	-1.0	1400	-6.4	9.2	-5.4%	0.7	1.9	8.4	i	3.7	0.17	1650
CC(C)Nc1nc(NC(C)C)nc(Oc2ccc(/C=N/O)cc2)n1	.	-0.198	-0.199	0.0691	-0.113	i	.	.	-13.2	-8.6	.	2.9	1.1	10.5	i	-18.2	.	.
CCOC(=O)c1sc(NC(=O)CCN2CCC(C)CC2)c(C(=O)OCC)c1C	-0.3%	0.844	-0.0604	0.71	0.119	i	.	.	7.1	10.5	-3.8%	3.9	1.8	10.5	i	13.1	1.13	1370

5 structures from above, arranged by formula weight, largest number first:
Structure	human PMI inhibition	Dynein cargo inh	Dynein cargo inh cytoplasmic EGFP	Dynein cargo inh nuclear GR-EGFP	Dynein cargo inh cell count	Yfh1-off respiration	b-catenin transl	b-catenin transl cell count 5 µM	WT yeast gro inh	WT yeast gro inh mutant strain	human PMI inhibitors	MT stabilizer	MT stabilizer Hoechst-high %	MT stabilizer cytotoxicity %	Autophagy HCS	Autophagy HCS cell loss 18 h	Ins promoter up	Ins promoter up cell count
CCOC(=O)c1sc(NC(=O)CCN2CCC(C)CC2)c(C(=O)OCC)c1C	-0.3%	0.844	-0.0604	0.71	0.119	i	.	.	7.1	10.5	-3.8%	3.9	1.8	10.5	i	13.1	1.13	1370
CCC(N=c1cc(-c2ccc(OC)cc2)oc2ccc(C)cc12)C(=O)O (stereo unspecified)	-9.8%	-0.158	-0.276	-0.391	0.537	i	-0.1	999	0.8	-5.5	-4.9%	1.4	2.5	2.5	i	-3.9	0.05	1436
COc1ccc(OC(=O)C2CC(=O)N(c3ccc(C)cc3)C2)cc1 (stereo unspecified)	7.7%	-0.525	-0.149	-0.0903	0.527	i	-0.3	1029	-14.0	-2.1	1.5%	1.1	1.2	2.8	i	-2.0	-0.37	1422
O=C(CC(c1ccc(F)cc1)c1ccco1)N1CCOCC1 (stereo unspecified)	5.5%	-2.71	0.162	-1.42	1.29	.	-0.4	1082	3.9	-12.9	-3.5%	3.2	2.1	6.8	i	-8.1	.	.
O=C(O)c1ccc2c(c1)OCCCO2	.	0.207	-0.763	-0.00908	-0.506	i	-0.2	1356	.	.	.	.	.	.	.	.	0.98	935
